Bioassay records: PubChem BioAssay, The Scripps Research Institute Molecular Screening Center
OX1R antag-1 = OX1R (human) antagonism; OX1R-expressing cells, FRET antagonist read-out; hit rate 1.8% among 330,000; O43613; AID 485270; inhibition, % at 6.6 µM; in the data active = inhibition mostly above about 38%, no sharp cut-off; inactive = mostly below about 40%;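 note: 0% = agonist challenge alone and 100% = reference antagonist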
Target sequence (O43613 whole entry, looked up): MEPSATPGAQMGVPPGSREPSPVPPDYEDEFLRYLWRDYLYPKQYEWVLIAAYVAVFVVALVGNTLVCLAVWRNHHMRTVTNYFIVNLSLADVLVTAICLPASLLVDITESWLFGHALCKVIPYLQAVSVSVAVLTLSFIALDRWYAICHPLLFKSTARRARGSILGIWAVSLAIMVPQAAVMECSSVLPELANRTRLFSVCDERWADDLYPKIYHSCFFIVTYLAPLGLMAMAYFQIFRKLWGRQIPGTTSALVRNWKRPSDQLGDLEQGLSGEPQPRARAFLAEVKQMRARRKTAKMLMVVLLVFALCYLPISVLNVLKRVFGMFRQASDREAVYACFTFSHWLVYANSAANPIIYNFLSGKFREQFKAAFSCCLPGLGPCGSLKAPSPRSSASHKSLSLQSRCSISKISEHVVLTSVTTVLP
OX1R antag-2 = human HCRTR1 antagonism. O43613. CHO/OX1R cells, Fluo-8 calcium fluorescence, orexin A. inhibition, % at 5 µM. hit rate 0.43% among 330,000. AID 434989;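 active = inhibition above its plate's threshold, mean inhibition of all tested compounds on the plate plus 3 SD, cut at about 37% in these data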;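 note: 0% = orexin A challenge wells and 100% = SB-334867-A antagonist wells; not every result past the cut was called active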
* marks the source's active call; other numbers are inactive results. An unsorted share of the library; overall some 2% were active at least once.

Each structure is followed by: OX1R antag-1 | OX1R antag-2
N#CCSc1nc(-c2ccccc2)cs1
→ 24 | -17
CC1(C)Oc2ccc3ccc(=O)oc3c2/C(=N/O)C1=O
→ 6 | -28
CCOC(=O)c1nc(C(=O)NCc2ccc(C)cc2)nc2ccccc12
→ 16 | -28
Cc1ccccc1-n1sc2cc(F)ccc2c1=O
→ 27 | 13
CCCN1CCN(C(=O)CCS(=O)(=O)c2cc3c(cc2Cl)NC(=O)CO3)CC1
→ 4 | -3
O=C(CCc1nnc(Cc2ccc(-c3ccccc3)cc2)o1)NCC1CC1
→ 9 | -16
Cc1c(C(c2ccc(N(C)C)cc2)c2c(C)n(C)n(-c3ccccc3)c2=O)c(=O)n(-c2ccccc2)n1C
→ 71* | -12
O=[N+]([O-])C(=C1NCCN1)C(Cl)=C(Cl)Cl
→ 11 | -14
NNC(=O)/C(=N/Nc1ccccc1)S(=O)(=O)c1ccc(Cl)cc1
→ 18 | -16
Cc1cc(NC(=O)CN2CCCCC2C)nc2c1c(=O)oc1ccccc12 (centres undefined)
→ 7 | -23
CCc1noc(C)c1C(=O)NCCN1C(=O)S/C(=C\c2ccc(OC)cc2)C1=O
→ 58* | -3
COc1ccc(/C=C2\SC(=O)N(CCNC(=O)Cn3[nH]c(=O)c4ccccc4c3=O)C2=O)cc1
→ 9 | -4
CCOC(=O)C1CCN(C2=C(NS(=O)(=O)c3ccc(Cl)cc3)C(=O)c3ccccc3C2=O)CC1
→ 114* | 11
C=CCN=C1SCC(=O)N1S(=O)(=O)c1ccccc1
→ 6 | -9
CC(C)Oc1ccc(C(=O)OC(C)C(=O)NC2CCCCC2C)cc1 (centres undefined)
→ 2 | -81
CCOC(=O)c1ccc(NC(=O)C2=C(C)Nc3nc(CCCO)nn3C2c2cccc(C)c2)cc1 (centres undefined)
→ 6 | -13
Cc1c(NS(=O)(=O)N2CCCCC2)c(=O)n(-c2ccccc2)n1C
→ 13 | -8
NC(=O)C1CCN(C(=S)c2ccc(-c3ccc(Br)cc3)o2)CC1
→ 6 | -40
O=C(CN1CCCCCCC1)Nc1cccc(Cl)c1Cl
→ 11 | -28
CC1(C)CC(=O)C(C(C2=C(O)CC(C)(C)CC2=O)c2ccc([N+](=O)[O-])cc2)C(=O)C1 (centres undefined)
→ 14 | -25

(continued)
Each structure is followed by: OX1R antag-1 | OX1R antag-2
COc1ccc(N=C2SCC(c3ccccc3)=NN2C)cc1
→ 10 | -26
O=C1NC(c2ccccc2Cl)Nc2ccccc21 (centres undefined)
→ 16 | -11
Cn1ncc(Cl)c1C(=O)NCc1ccco1
→ 22 | -14
CCN(CC)C(=O)C(=O)Nc1ccc(Oc2ccccc2)cc1
→ 35 | -11
CCCCCN(C(=O)NC(=O)Nc1ccccc1OC)S(C)(=O)=O
→ 30 | -16
CCOc1cc(C(=S)N2CCCCC2)ccc1OS(=O)(=O)c1ccc(Cl)cc1
→ 34 | -5
CC(CCc1ccccc1)NC(=O)CCC1CCCC1 (centres undefined)
→ 10 | -24
Cc1cc(C)n(C2CC(=O)N(c3ccc(C)c(Cl)c3)C2=O)n1 (centres undefined)
→ 2 | 16
CCOC(=O)c1sc(-n2[nH]c(C)cc2=O)nc1C
→ 15 | -13
O=C(c1ccc2[nH]c3c(c2c1)CCCC3)N1CCN(c2ccc(F)cc2)CC1
→ 4 | -23
CNC(=S)N/N=C/c1cn(CCOc2cccc(OC)c2)c2ccccc12
→ 18 | -8
CCOC(=O)c1[nH]nc2c1C(=O)N(CC)C2=O
→ 11 | -4
O/N=C1\CCCc2oc3c(c21)CCCC3
→ 11 | -1
Cc1cc(C(=O)NC2CC(C)(C)Cc3c2cnn3-c2cccc(F)c2)nn1C (centres undefined)
→ 3 | 4
CCOc1cc(C#N)c(NC(=O)CSc2nnnn2-c2ccc(OC)cc2)cc1OCC
→ 10 | -21
NC(=O)CSc1nnnn1-c1ccc2c(c1)OCCO2
→ 7 | -7
O=C(CCc1nnc2ccc(N3CCCCC3)nn12)NCc1ccco1
→ 10 | -6
COCCn1c(SCC(=O)Nc2ccc(S(=O)(=O)N(C)C)cc2)nc2ccccc21
→ 5 | -21
Cc1ccc2c(c1)[C@H]1[C@H](CO2)[C@H](c2ccccc2)[C@]2(C)C(=O)Nc3ccccc3C(=O)N12
→ 22 | 20
CCCS(=O)(=O)c1nc(S(=O)(=O)c2ccc(C)cc2)c(NCCCN2CCCC2=O)s1
→ 18 | -10

Further results follow.
Each structure is followed by: OX1R antag-1 | OX1R antag-2
CC1(C(=O)O)COC(c2ccc([N+](=O)[O-])cc2)OC1 (centres undefined)
→ 24 | 1
CCCC(=O)N1CCN(c2ccc(NC(=O)c3cc4ccccc4o3)cc2Cl)CC1
→ 91* | 60*
CC1CC(C)CN(C(=O)COC(=O)COc2ccccc2C#N)C1 (centres undefined)
→ 3 | -6
CCOC(=O)C1=C(COC(=O)CNC(=O)c2ccc(C)cc2)NC(=O)NC1C (centres undefined)
→ 4 | -16
Cc1c(Cl)cccc1NC(=O)N1CCCN(c2nc(-c3ccccc3)ns2)CC1
→ 80* | 34
C/C(=N/NC(=O)c1ccc(C)nc1)c1ccc2c(c1)CCCC2
→ 12 | -8
CCC1Oc2ccc(C)cc2N(CC(=O)N2CCCC2)C1=O (centres undefined)
→ 5 | -15
CCOc1ccc(C(=O)Nc2nnc(C(C)C)s2)cc1OCC
→ 12 | -26
Cc1ccc(/C=N\NC(=O)c2ccc(Cn3cc(Br)c([N+](=O)[O-])n3)o2)o1
→ 27 | -11
CC(C)(C)c1ccc(Cn2nnc3c(=O)[nH]c(C4CCN(C(=O)Cc5cccs5)CC4)nc32)cc1
→ -5 | -21
COC(=O)c1ccsc1NC(=O)c1cccc(OC)c1
→ 36 | -40
COc1ccc(S(=O)(=O)N2CCC(C(=O)OCC(=O)c3ccccc3)CC2)cc1[N+](=O)[O-]
→ 20 | -3
Cc1cc(N2CCOCC2)c2c(N)c(Br)cc(C)c2n1
→ 22 | -26
CC(=O)NNS(=O)(=O)c1scc(S(=O)(=O)c2ccc(Cl)cc2)c1C
→ 3 | -7
Cc1ccccc1C(=O)c1cccn1CC(=O)NCCN1CCN(c2cccc(C)c2C)CC1
→ 2 | 8
CCOC(=O)c1oc2cc(O)cc(O)c2c(=O)c1OCc1ccccc1
→ -1 | -22
On1c(-c2ccccc2)nc2ccccc21
→ 35 | -9
NNC1=N[C@H]2CS(=O)(=O)C[C@H]2S1
→ 5 | 4
Cc1ccc(Cl)cc1NC(=S)N(Cc1ccccc1)Cc1cccnc1
→ 58 | -16
Cc1sc2nc(SCC(=O)N3CC(C)OC(C)C3)n(C)c(=O)c2c1C (centres undefined)
→ 6 | -25

Record cards (already shown):
CNC(=S)N/N=C/c1cn(CCOc2cccc(OC)c2)c2ccccc12 is entered as OX1R antag-1: 18; OX1R antag-2: -8
CC1(C)Oc2ccc3ccc(=O)oc3c2/C(=N/O)C1=O is entered as OX1R antag-1: 6; OX1R antag-2: -28
CCN(CC)C(=O)C(=O)Nc1ccc(Oc2ccccc2)cc1 is entered as OX1R antag-1: 35; OX1R antag-2: -11

New compounds follow
canonical_smiles | OX1R antag-1 | OX1R antag-2
O=C(O)c1ccccc1-c1nc2cc(Cl)ccc2c(=O)n1O | 17 | -31
CC1CCN(C(=O)COC(=O)C2CCN(S(=O)(=O)c3ccc(Cl)c(C(F)(F)F)c3)CC2)CC1 | 6 | -45
Cc1cc2ccccn2c1C(=O)c1ccccc1F | 22 | -19
CCN(CC)S(=O)(=O)c1ccc(-c2nnco2)cc1 | 9 | -9
CN(C)S(=O)(=O)c1cccc(NC(=O)Cn2cc(C(F)(F)F)cc(Cl)c2=O)c1 | 11 | -41
CC(NCC(O)COCCC12CC3CC(CC(C3)C1)C2)c1ccccc1 (centres undefined) | 2 | -6
CC(C)COc1ccc(C(=O)OCC(=O)N(C)CC(=O)Nc2ccc(F)cc2)cc1 | 4 | -14
COCCNC(=O)CN(Cc1ccc2c(c1)OCO2)C(=O)CCC(=O)Nc1nccs1 | 6 | -17
Cc1cc(C)cc(NC(=O)CN2CCCN(S(=O)(=O)c3ccc(Br)s3)CC2)c1 | 15 | -24
O=C(Nc1cccc(C(=O)N2CCOCC2)c1)NC1CCCCC1 | 6 | -12
COc1ccc(C(C(N)=O)c2ncc(C(F)(F)F)cc2Cl)cc1 (centres undefined) | 9 | -16
CC(=O)c1cccc(Oc2cc(NN3CCCCC3)c([N+](=O)[O-])cc2[N+](=O)[O-])c1 | 30 | -22
CC(C)/C=C/C(=O)N1CCC(N2CCC(C(=O)N3CCOCC3)CC2)CC1 | 21 | -6
COc1ccc(-c2cc(C)no2)cc1S(=O)(=O)N(C)c1ccc(C)cc1 | 22 | -6
CC(=O)Nc1ccc(S(=O)(=O)N2CCc3ccccc3C2)cc1 | 20 | -2

Additional records follow.
canonical_smiles | OX1R antag-1 | OX1R antag-2
Cc1cccc(C)c1NC(=O)CN(C)CC(=O)Nc1cc(Cl)ccc1C#N | 23 | -24
Cc1cccc(/C=N/NC(=O)NC23CC4CC(CC(C4)C2)C3)n1 | 7 | -12
COC(=O)[C@H](Cc1ccccc1)NC(=O)Cn1ccc(NC(=O)OCc2ccccc2)nc1=O | 1 | -2
CN(CC(=O)Nc1ccc(Cl)cc1)CC(=O)Nc1cccc(Br)c1 | 17 | -19
COc1cc(CN2CCCCCC2)cc(OC)c1 | 5 | 1
CCN(Cc1ccccc1)c1ccc(/C=N/NS(=O)(=O)c2cccc([N+](=O)[O-])c2)cc1 | 22 | -17
O=C1NC(=S)N/C1=C/c1ccc(Oc2ccc(C(F)(F)F)cc2[N+](=O)[O-])c(Cl)c1 | -1 | -12
COc1ccc(N=c2cc(-c3ccc(O)cc3)oc3ccccc23)cc1 | 17 | -26
O=C(CN1C(=O)c2ccc(Br)cc2C1=O)NCC1CCCO1 (centres undefined) | 31 | -11
CCCn1c(NCc2c[nH]c3ccccc23)nc2ccccc21 | 12 | -20
COc1ccc(S(=O)(=O)NCCOc2ccccc2)cc1-n1cnnn1 | 15 | -18
COc1ccc(CCN2C(=O)CC(C(C)c3ccccc3)C2=O)cc1OC (centres undefined) | 12 | -12
CNc1snc(C)c1C(=O)OCC(=O)c1ccc(Cl)cc1 | 19 | 37
COc1ccccc1N=Nc1c(O)[nH]c2ccc(Br)cc12 | 6 | 13
Cc1cc(CNCc2c(C(=O)N(C)Cc3ccccc3)nc3ccccn23)nn1C | 6 | -19

(list continues)
canonical_smiles | OX1R antag-1 | OX1R antag-2
CSc1ccc(CNc2ccc(Cl)cc2)cc1 | 8 | 1
Cc1ccc(/C=N\NC(=O)c2cc(OCC(F)(F)F)ccc2OCC(F)(F)F)cc1 | 8 | -24
CC(/C=C1\SC(=S)N(CCC(=O)Nc2nc(C)cs2)C1=O)=C\c1ccccc1 | -1 | -10
CCCS(=O)(=O)N1CCN(C(=O)CCC2CCCC2)CC1 | 26 | -21
CCN(Cc1ccccc1)Cc1ccc(OCc2ccccc2)c(OC)c1 | 13 | -30
O=C(O)c1nc(-c2ccccc2)n(-c2ccccc2)n1 | 10 | -7
O=C(Cc1ccccc1)NCC(=O)N1CCCCC1 | 15 | -5
COc1ccc(NC(=O)Nc2nnc(-c3ccco3)s2)cc1 | 21 | -4
COc1ccc(C(=O)Nc2nc(CC(=O)NCCc3cccc(OC)c3)cs2)cc1 | 44 | -13
O=P(Cc1nnco1)(c1ccccc1)c1ccccc1 | 11 | 2
CC1CN(C(=O)CCS(=O)(=O)c2ccccc2)CC(C)O1 (centres undefined) | 9 | 7
Fc1cccc(-n2c(-c3ccco3)nc3nc4ccccc4nc32)c1 | 7 | -2
c1ccc(COCCCn2cc(-c3ccccc3)nn2)cc1 | 28 | -11
COc1ccc(-c2nnn(CC(=O)N3CCN(c4ccc(F)cc4)CC3)n2)cc1 | 15 | -2
Cn1c(NC(=O)C[n+]2cc(-c3ccc(Cl)cc3)n3c2CCC3)cc(=O)n(C)c1=O | 4 | -16

The results go on:
canonical_smiles | OX1R antag-1 | OX1R antag-2
N/N=C(\c1ccccc1)C12CN3CN(CN(C3)C1)C2 | 9 | -9
COc1ccc(OCCOCCOc2ccc(C)cc2[N+](=O)[O-])cc1 | 5 | -11
O=C(O)CCC(=O)NNC(=O)COc1cccc(Cl)c1 | 14 | 10
CCN(CC)CCNC1=NCCn2c1cc1cc(OC)ccc12 | 21 | -3
COc1ccc(CNC(=O)COC(=O)CCC2CCCCC2)cc1 | 19 | -14
CC(/C=C/c1ccco1)=N\NC(=O)c1cc(Cl)ccc1O | 12 | 3
O=C(COC(=O)c1ccc(O)cc1O)c1ccc2c(c1)OCO2 | 11 | 9
COCCN(C(=O)CSCc1ccc(C)cc1)c1c(N)n(CC(C)C)c(=O)[nH]c1=O | -1 | -23
O=C(O)CC(CC(=O)Nc1ccc(-n2ccc(C(F)(F)F)n2)cc1)c1ccccc1 (centres undefined) | 12 | -17
COC(=O)c1ccccc1NS(=O)(=O)c1ccc(NC(C)=O)cc1 | 6 | -3
CCCCn1c(NC(C)=O)c(C#N)c2nc3ccccc3nc21 | 24 | -21
CC12CCC(C/C1=N/O)C2(C)CBr (centres undefined) | 7 | -2
CON(C)C(=O)C[C@@H]1C[C@H](OC(=O)c2ccc([N+](=O)[O-])cc2)CN1C(=O)OC(C)(C)C | 24 | -32
Cc1c(NC(=O)c2ccco2)c(=O)n(-c2ccccc2)n1C | 1 | -4
COc1ccc(S(=O)(=O)N(C)CC(=O)Nc2ccc3c(c2)OCO3)cc1 | 3 | -14

Continued.
canonical_smiles | OX1R antag-1 | OX1R antag-2
O=C(c1ccccc1)N1CCN(Cc2ccc3c(c2)OCO3)CC1 | 0 | -11
CCCCOc1ccc(CNn2c(C)nc3ccccc3c2=O)cc1 | 5 | -3
Cc1ccc(S(=O)(=O)C(NC(=O)c2ccccc2)=C(Cl)Cl)cc1 | 12 | -26
CCN(CC(=O)Nc1c(F)cccc1F)C(=O)CCN1C(=O)C2CC=CCC2C1=O (centres undefined) | 19 | 2
COc1ccc(/C(C)=N/N2C(C)CCCC2C)c(OC)c1 (centres undefined) | -4 | -6
Fc1cccc2ncnc(OCc3ccccc3)c12 | 4 | 6
O=C(N/N=C/c1ccc(O)cc1)NC12CC3CC(CC(C3)C1)C2 | 3 | -21
